# Screening results as filed in PubChem.
# D2 antag: HTS Assay for Allosteric Antagonists of the Human D2 Dopamine Receptor: Primary Screen for Antagonists; 340,000 compounds, 2% hits; inhibition, % at 10 µM; HEK293 TREx D2 cells, calcium flux, dopamine EC80; in the data active means inhibition above about 30%; further: 0% is about no effect
# Target sequence (P14416 whole entry, looked up): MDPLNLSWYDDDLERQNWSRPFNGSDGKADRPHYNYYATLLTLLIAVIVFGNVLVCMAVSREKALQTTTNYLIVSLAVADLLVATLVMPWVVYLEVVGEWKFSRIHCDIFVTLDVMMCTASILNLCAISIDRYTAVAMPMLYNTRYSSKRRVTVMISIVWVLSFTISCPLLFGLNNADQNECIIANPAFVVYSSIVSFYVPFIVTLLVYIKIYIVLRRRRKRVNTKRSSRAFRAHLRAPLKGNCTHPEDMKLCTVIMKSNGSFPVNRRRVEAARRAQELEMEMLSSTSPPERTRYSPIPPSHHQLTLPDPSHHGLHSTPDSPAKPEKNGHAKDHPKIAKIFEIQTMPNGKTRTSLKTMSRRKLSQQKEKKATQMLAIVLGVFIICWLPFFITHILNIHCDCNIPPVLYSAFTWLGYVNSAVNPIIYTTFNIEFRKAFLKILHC
#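 In this primary screen, negative modulation is detected by tracking calcium flux after an EC80 dopamine challenge in inducible HEK293 T-REx D2 cells preexposed to test compound for 180 s.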
# ALOX12 inh: Primary qHTS assay for inhibitors of human arachidonate 12S-lipoxygenase (ALOX12): Round 2; Polyunsaturated fatty acid lipoxygenase ALOX12 (Homo sapiens), P18054; purified 12hLO, xylenol orange hydroperoxide absorbance; Potency, µM (doses to about 108 µM), for inactives: at the highest dose activity change, negative = inhibition, actives largely listed as inhibitors; 580,000 compounds, 1.1% hits; AID 1671190, 2021; further: potency means the concentration at half of the fitted maximal effect; on the % scale 0 is the no-effect control and ±100 the full control effect
#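 Purified human 12hLO at 150 nM in 25 mM Hepes, 0.01% Triton X-100, pH 7.0, preincubated 15 min at room temperature with compound. Reaction started with 40 uM arachidonic acid, 30 min at room temperature. Hydroperoxide measured by Fe-xylenol orange, 573/405 nm absorbance ratio.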
# Vif-A3F inh: qHTS for Inhibitors of Vif-A3F Interactions: qHTS | HeLa A3F-eYFP + Vif (tagged APOBEC3F with the HIV-1 protein that degrades it), YFP fluorescence increase | Potency, µM (top dose mostly 46.1 µM), for the others: at the top dose activity, negative = active | 390,000 compounds, 0.2% hits; further: potency means the concentration at half of the fitted maximal effect; % of control where 0% means no effect; nearly all actives have a fitted effect of over 65% in size
#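 Fluorescence increase (Ex 488/Em 500-530) after overnight compound treatment at 37 deg C flags inhibition of Vif-driven A3F-eYFP loss in stable HeLa A3F-eYFP/Vif cells seeded overnight beforehand.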
# D2 ag: HTS Assay for Allosteric Agonists of the Human D2 Dopamine Receptor: Primary Screen for Agonists | activation, % at 2 µM | 340,000 compounds, 0.53% hits | HEK293 T-REx D2 cells, calcium flux agonist mode;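 active means activation over 3 SD above normal in the single-dose calcium agonist read, cut at about 30% in these data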; further: 0% is about no effect
#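 In this primary screen, compounds producing a positive calcium signal within 180 s of addition to tetracycline-induced, force-coupled HEK293 Trex D2 cells are flagged; cells are dye-loaded with a no-wash calcium kit beforehand.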
# Vif-A3G inh: qHTS for Inhibitors of Vif-A3G Interactions: qHTS; 410,000 compounds, 0.076% hits; HeLa A3G-eYFP + Vif (tagged APOBEC3G with the HIV-1 protein that degrades it), YFP fluorescence, overnight; Potency, µM (doses to about 46.1 µM), without a hit: at the highest dose activity, negative = active, hits mostly inhibitors; DNA dC->dU-editing enzyme APOBEC-3G (Homo sapiens), Q9HC16;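 further: potency means the concentration at half of the fitted maximal effect; on the % scale 0 is the no-effect control and ±100 the full control effect; nearly all actives have a fitted effect of over 60% in size; hits raise eYFP signal because A3G escapes Vif-driven loss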
# Target sequence (Q9HC16 whole entry, looked up): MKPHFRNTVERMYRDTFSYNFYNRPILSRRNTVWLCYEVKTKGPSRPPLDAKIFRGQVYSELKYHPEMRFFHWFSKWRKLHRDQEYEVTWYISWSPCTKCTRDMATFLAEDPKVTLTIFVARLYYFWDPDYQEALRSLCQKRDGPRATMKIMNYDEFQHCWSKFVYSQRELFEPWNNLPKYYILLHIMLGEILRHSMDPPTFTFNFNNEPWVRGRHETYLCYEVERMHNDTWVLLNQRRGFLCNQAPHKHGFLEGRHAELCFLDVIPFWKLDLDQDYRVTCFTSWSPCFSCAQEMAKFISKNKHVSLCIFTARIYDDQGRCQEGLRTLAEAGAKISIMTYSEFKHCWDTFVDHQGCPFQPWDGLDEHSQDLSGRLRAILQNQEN
#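 Read-out is eYFP fluorescence (Ex 488/Em 500-530) from Vif-expressing HeLa A3G-eYFP cells; more signal means A3G escaped Vif-mediated degradation. Cells plated overnight, compound pinned in, incubated overnight at 37 deg C.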
# GRP78 ERSR act: qHTS for Inducers of the Endoplasmic Reticulum Stress Response (ERSR) in Human Glioma: qHTS. U87-MG GRP78 promoter luciferase reporter, 16 h. 420,000 compounds, 0.02% hits. Potency, µM, without a hit: top-dose activation, hits mostly activators; further: potency means the concentration at half of the fitted maximal effect; series mostly up to about 76 µM; % of control where 0% means no effect; nearly all actives have a fitted effect of over 35% in size
#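 Stably transfected U87-MG human glioma cells carrying a GRP78-based luminescent sensor were seeded at 1000 cells/well, pin-dosed with compounds and incubated 16 h. Luciferase reagent was then added, and end-point luminescence was read after 10 min at room temperature.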
# ERG Ets-DNA blk: qHTS for Small Molecule Inhibitors of the ERG Ets/DNA interaction; fluorescence polarization, His-ERG Ets domain / labelled DNA; Potency, µM (highest dose often 76.9 µM), inactives show top-dose FP activity, negative = inhibition, usual class: inhibitors; 370,000 compounds, 0.028% hits; AID 624246, 2012; active means well fitted inhibition curve with a large enough effect in the polarisation, with a control signal flat; inconclusive means small, poorly fitted or top-dose-only effect, or effect the other way, or a change in a side signal; inactive means no such curve, though single readings can be large or run the other way; the % refers to the polarisation;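 further: polarization taken with two DNA probes labelled with fluorescein and Texas red; potency means the concentration at half of the fitted maximal effect; % of control where 0% means no effect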
#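 His-tagged ERG Ets domain (1 uM in the protein solution; 300mM KCl, 50mM Tris-HCl, 1mM EDTA, 1mM DTT, pH 7.5) received compound, then a probe mix of 5 nM fluorescein-DNA and 100nM Texas-615-DNA. Fluorescence polarization was read for both dyes.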
# RGS4 inhibitor: Inhibitors of Regulator of G Protein Signaling (RGS) 4: qHTS; Regulator of G-protein signaling 4 (Homo sapiens), P49798; Transcreener GDP fluorescence polarization, RGS4-accelerated GTP hydrolysis; Potency, µM (series often up to 114 µM), for inactives: at the highest dose activity change, negative = inhibition, usual class: inhibitors; 390,000 compounds, 0.039% hits; further: potency means the concentration at half of the fitted maximal effect; on the % scale 0 is the no-effect control and ±100 the full control effect; nearly all actives have a fitted effect of over 75% in size; some results filed as inactive show a strong effect at the top dose
# Target sequence (P49798 whole entry, looked up): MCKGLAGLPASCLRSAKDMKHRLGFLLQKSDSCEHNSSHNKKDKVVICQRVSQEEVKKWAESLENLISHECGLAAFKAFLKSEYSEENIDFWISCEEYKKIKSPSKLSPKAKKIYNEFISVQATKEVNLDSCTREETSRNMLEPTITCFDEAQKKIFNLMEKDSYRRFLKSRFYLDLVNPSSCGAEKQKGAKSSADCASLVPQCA
#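 MLSMR compounds (23 nl, pin-transferred) preincubated 10 min at room temperature with a 500nM (2x) first reagent, then RGS4 at 900nM (2x) plus Transcreener GDP mix added; fluorescence polarization (620/688 nm) read before and after 90 min at 30 °C.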
# LDHA inh: qHTS assay for inhibitors of human lactate dehydrogenase | L-lactate dehydrogenase A chain (Homo sapiens), P00338 | purified LDHA, NADH/diaphorase-resazurin fluorescence; active compounds read low | activity change, % (values are at about 110 or 230 µM) | 480,000 compounds, 0.15% hits | AID 1347041, 2019; in the data active means activity change below about -30%; inconclusive means mostly about -25% to -30%;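 further: plate controls were DMSO wells for no effect and wells without enzyme for full effect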
#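 Human LDH5 (2 nM) was incubated with 0.06 mM NADH and 0.2 mM pyruvate for 5 min at room temperature in Tris pH 7.4. Remaining NADH was coupled through diaphorase/resazurin, and resorufin fluorescence was read at 0 and 20 min.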
# Active calls of the source: *; i = inactive; ? = inconclusive; . = not tested or not shown; & = joins results of further samples; [ ] = remark or other dose. Unless noted, the call rests on the fitted dose curve; in most records, active means well fitted curve in the direction sought with a large enough effect; inconclusive means small, poorly fitted or top-dose-only effect, or another doubt; inactive means no such curve, though single readings can be large; an effect the other way counts as inactive or inconclusive. This is a subset; rates above refer to the full screens.
SMILES,D2 antag,ALOX12 inh,Vif-A3F inh,D2 ag,Vif-A3G inh,GRP78 ERSR act,ERG Ets-DNA blk,RGS4 inhibitor,LDHA inh
CC(=O)Nc1ccc(NC(=O)CSc2nc(N)c(NC(=O)c3ccccc3F)c(=O)[nH]2)cc1,5,-21%,3%,1.1,-1%,-4%,9%,-14%,-8
CCOC(=O)C1=C(COC(=O)/C=C/c2ccc(OCC)c(OC)c2)NC(=O)NC1C (stereo not drawn),5,-20%,0%,0.0,-4%,-3%,-1%,6%,-2
Cc1ccc(Cc2nc(-c3cccc(C)c3)no2)cc1,-3,-13%,-6%,-0.2,0%,2%,0%,11%,4
CCOC(=O)c1csc(NC(=O)CSc2nnnn2-c2cccc(OC)c2)n1,-33,0%,-4%,1.7,1%,0%,1%,-19%,-8
O=C(COC(=O)c1cccc([N+](=O)[O-])c1)NNC(=O)c1cccs1,-2,12%,-8%,-0.1,-2%,-3%,-15%,-2%,-2
COCCNc1nc(-c2cc(F)ccc2C)c2sc(-c3ccccc3)cc2n1,.,?,.,.,-19%,-4%,.,.,-13
O=C1c2ccccc2N2C(=O)c3ccccc3C2N1Cc1ccco1 (stereo not drawn),-13,.,.,1.4,0%,-5%,-1%,-4%,-4
COc1ccc(/C=C/C(=O)c2c(O)c(OC)c3occc3c2OC)cc1,11,-2%,0%,-0.2,-22%,6%,0%,6%[56.9 µM],-1
COc1ccc(-c2nn3c(COc4ccccc4)nnc3s2)cc1OC,-6,0%,3%,-0.1,2%,1%,-1%,2%,-8
COc1ccc(C2c3cccn3CCN2S(=O)(=O)c2ccc([N+](=O)[O-])cc2)cc1 (stereo not drawn),.,-8%,-4%,1.8,-1%,-6%,6%,-41%,-3
O=C(Nc1cccc(Cl)c1)Nc1ccc(Cl)cn1,10,0%,4%,-1.9,-6%,-1%,-7%,-10%,2
CN(C)c1nnnn1-c1ccc(Oc2ncc(C(F)(F)F)cc2Cl)cc1,3,7%,9%,-2.0,0%,2%,0%,20%,-10
CSc1ccc(CN2C(=O)NC3(CCCCCC3)C2=O)cc1,-11,-1%,-6%,0.5,0%,2%,-2%,-8%,0
CC(=O)c1ccc(NC(=O)c2ccc(NC(=O)c3ccco3)cc2)cc1,-9,.,0%,-0.1,1%,3%,-1%,-11%,-7
CCC1(C)Cc2nc3sc(C(=O)O)c(N)c3cc2CO1 (stereo not drawn),37*,?,-8%,1.0,-4%,9%,-5%,-43%,-6
CC(=O)Nc1sc(NC(=O)c2ccc(Cl)cc2)nc1-c1cccs1,-4,?,3%,0.0,-1%,-5%,-1%,-37%,-2
CC1CCC(NC(=O)Cn2ncc3c4ccccc4n(Cc4ccc(F)cc4)c3c2=O)CC1 (stereo not drawn),.,-9%,-8%,-0.4,-6%,-4%,-1%,0%,-6
CCCCn1c(N)c(N(CC)C(=O)c2cccc(S(=O)(=O)N3CCN(C)CC3)c2)c(=O)[nH]c1=O,5,13%,1%,1.0,1%,-2%,0%,-5%,-5
O=C(O)c1ccc(Nc2cc(Cl)c3nonc3c2[N+](=O)[O-])cc1,-36,?,2%,-2.4,2%,-6%,-7%,-79%,4
Cc1cccnc1NC(=O)c1c(O)c2cccc3c2n(c1=O)CCC3,-15,0%,.,-0.2,-10%,1%,1%,4%,3
O=C(NCC1CCCO1)c1nc2c(nnn2Cc2ccc(F)cc2)c(=O)[nH]1 (stereo not drawn),4,?,-2%,-0.4,0%,-5%,-8%,6%,5
Cc1ccc(C)c(CN2C(=O)C(O)(c3c(C)[nH]c4ccccc34)c3ccccc32)c1 (stereo not drawn),.,-12%,-25%,0.6,-7%,4%,-5%,5%,-4
COc1ccc(N)cc1-n1cnnn1,-3,?,-2%,0.5,1%,-2%,-20%,-3%,-1
Cc1cc2cc(C)c3nnc(SCC(=O)NCc4ccco4)n3c2cc1C,-2,15%,-5%,-0.9,-1%,-3%,.,0%,-1
COc1ccc2oc(C(=O)OCC(=O)N(Cc3ccccc3)C(C)C)c(C)c2c1,2,-22%,5%,1.1,0%,-2%,18%,5%,-6

# An excerpt of the results above, as a working copy:
SMILES,D2 antag,ALOX12 inh,Vif-A3F inh,D2 ag,Vif-A3G inh,GRP78 ERSR act,ERG Ets-DNA blk,RGS4 inhibitor,LDHA inh
CC(=O)Nc1ccc(NC(=O)CSc2nc(N)c(NC(=O)c3ccccc3F)c(=O)[nH]2)cc1,5,-21%,3%,1.1,-1%,-4%,9%,-14%,-8
CCOC(=O)C1=C(COC(=O)/C=C/c2ccc(OCC)c(OC)c2)NC(=O)NC1C (stereo not drawn),5,-20%,0%,0.0,-4%,-3%,-1%,6%,-2

# (next part)
SMILES,D2 antag,ALOX12 inh,Vif-A3F inh,D2 ag,Vif-A3G inh,GRP78 ERSR act,ERG Ets-DNA blk,RGS4 inhibitor,LDHA inh
CCN1CCN(c2nc3c(C)cccn3c(=O)c2/C=C(\C#N)C(=O)NCCOC)CC1,23,-8%,2%,7.3,-6%,-2%,-5%,-2%,-3
CCN1CCN(CCNC(=O)c2cc(Cl)c(NC(=O)C3=C(C)OCCS3)cc2OC)CC1,-2,-17%,4%,0.4,0%,-1%,1%,1%,-2
Cc1cc(=O)[nH]c(SCC(=O)N2CCCC2)n1,.,0%,4%,.,1%,-2%,8%,29%,-9
Cc1ccc(C)c(N2CCN(C(=O)CCNS(=O)(=O)c3ccc4c(c3)CCN4C(=O)C3CC3)CC2)c1,.,3%,7%,-1.1,1%,-2%,0%,-17%,-8
O=C(Cc1ccccc1)N/N=C/c1cc(Br)cc(Cl)c1O,-2,?,?,-1.2,-4%,-4%,0%,10%,-4
CCOC(=O)C(=NC(C)(C)C)NNc1cc(Cl)ccc1Cl,23,-13%,-12%,2.1,-6%,-1%,-4%,-23%,6
NS(=O)(=O)c1ccc(NC(=S)NC(=O)c2ccco2)cc1,-37&12,-21%,-22%,-0.8&-1.0,2%,2%,9%,-8%,-10
Cc1c(NC(=O)c2cc(-n3cnnc3)ccc2Cl)cccc1-c1nc2ccccc2s1,.,-22%,-7%,-1.3,0%,9%,?,3%,-5
Cc1c(C(=O)NCc2ccc(Cl)c(Cl)c2)sc(=O)n1Cc1ccc(C(=O)N(C)C)cc1,.,-6%,.,.,1%,-1%,.,.,-5
Cc1cc(Nc2ccc(Cl)cc2)nc(N2CCOCC2)n1,3,i,7%,1.4,-7%,0%,-4%,-46%,-1
Cc1ccc(/C=C/C(=O)O)cc1S(=O)(=O)Nc1ccccc1C(=O)O,13,?,13%,-0.2,2%,-4%,-4%,-43%,-6
CCOC(=O)[C@H]1[C@H]2COc3ccccc3[C@@H]2N2C(=O)c3cc(C)ccc3NC(=O)[C@@]12C,-8,3%,-7%,-2.1,-9%,-3%,-7%,9%,-2
N#CC1(NC(=O)CN2C(=O)NC(c3ccccc3)(c3ccccc3)C2=O)CCCC1,5,-5%,1%,0.4,-12%,-2%,-17%,11%,-7
O=C(O)c1[nH]c2ccccc2c1CC(=O)N1CCOCC1,-2,-22%,-8%,0.5,-3%,-2%,-2%,5%,0
O=C(c1cnc(Cl)c(Cl)c1)N1CCN(S(=O)(=O)c2ccc(F)cc2)CC1,4,-4%,7%,0.3,-6%,-3%,1%,-3%,1
CC1CN(c2nnc(-c3ccccc3)c3ccccc23)CC(C)O1 (stereo not drawn),-24,4%,-9%,-0.4,1%,2%,-8%,?,14
O=C(COc1ccc(Br)cc1)NCCN1CCCC1,-17,-15%,-3%,0.0,?,-1%,10%,46%,-8
CSc1nsc(SCC(=O)Nc2ccc(NC(C)=O)cc2)n1,-19,-8%,8%,-0.1,-1%,5%,0%,-22%,-4
COc1cccc(C(=O)Nn2cnnc2)c1,4,-7%,-2%,0.7,2%,-2%,2%,-2%,-7
CC(OC(=O)COc1cccc2c1OC(C)(C)C2)C(=O)Nc1ccc(S(N)(=O)=O)cc1 (stereo not drawn),14,?,-12%,0.7,1%,-3%,.,-35%,-2
CCCn1c(SCC(=O)N2CCCC2)nc2c1c(=O)n(C)c(=O)n2C,5,8%,16%,-1.1,-1%,-5%,-13%,-17%,0
O=C(Nc1ccc2c3c(cccc13)CC2)c1cccc([N+](=O)[O-])c1,4,10%,-16%,-0.3,-2%,0%,-2%,-5%,-4
Oc1ccccc1Nc1ccccn1,-18,?,-26%,-1.8,0%,-1%,7%,-3%,12
COc1c(C)cc(Br)cc1C(=O)NC(=S)Nc1ccc(Cl)c(C(=O)O)c1,13,?,-5%,-1.1,-6%,8%,0%,-22%,-7
O=C(NC(c1ccccc1)C(Cl)Cl)c1ccccc1 (stereo not drawn),7,1%,7%,0.3,0%,-5%,?,4%,-5
Fc1ccc(CN2CC[C@H]3C=CCc4cccc(c43)C2)cc1,-31,30%,-11%,-0.1,2%,-4%,-4%,-21%,1
Cc1cccnc1NC(=O)c1ccco1,9,?,5%,-1.1,0%,-3%,3%,3%,-9
